Luc counter = Counterscreen for Luciferase (Kinase-Glo TM) Inhibition; Luciferin 4-monooxygenase (Photuris pensylvanica), Q27757; Kinase-Glo luciferase, ATP luminescence, 8 min; Potency, µM (series often up to 38.3 µM), inactives show at the top dose activity change, negative = inhibition, usual class: inhibitors; actives 0.28% (n = 200,000); AID 1379, 2008; further: potency means the concentration at half of the fitted maximal effect; on the % scale 0 is the no-effect control and ±100 the full control effect; nearly all actives have a fitted effect of over 60% in size
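Substrate mix (final 50 mM imidazole pH 7.2, 50 mM KCl, 7 mM MgCl2, 10 uM ATP, 0.01% Tween 20, 0.05% BSA) plus pin-tool compound, then Kinase-Glo detection mix; 8 min ambient, luminescence read.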
NPSR antagonist = qHTS Assay for Antagonists of the Neuropeptide S Receptor: cAMP Signal Transduction; CHO-NPSR cells, cAMP TR-FRET, antagonist mode; Potency, µM (highest dose often 38.3 µM), inactives show top-dose activity change, negative = inhibition, actives largely listed as inhibitors; actives 1% (n = 220,000); further: potency means the concentration at half of the fitted maximal effect; on the % scale 0 is the no-effect control and ±100 the full control effect; nearly all actives have a fitted effect of over 50% in size; many of its hits are not listed in these tables
Target sequence (Q6W5P4 whole entry, looked up): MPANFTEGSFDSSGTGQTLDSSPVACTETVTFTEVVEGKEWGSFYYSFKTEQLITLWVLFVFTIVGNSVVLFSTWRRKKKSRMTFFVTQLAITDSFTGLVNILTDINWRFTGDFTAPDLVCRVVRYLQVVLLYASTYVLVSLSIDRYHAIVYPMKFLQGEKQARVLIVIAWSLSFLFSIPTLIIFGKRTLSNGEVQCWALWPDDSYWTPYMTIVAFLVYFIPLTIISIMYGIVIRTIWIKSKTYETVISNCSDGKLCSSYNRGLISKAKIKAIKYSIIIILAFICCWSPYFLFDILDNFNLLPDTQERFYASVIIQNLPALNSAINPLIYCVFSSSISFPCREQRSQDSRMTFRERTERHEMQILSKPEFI
L3MBTL1 inh = qHTS Assay for the Inhibitors of L3MBTL1; AlphaScreen L3MBTL1–H3K9me1 peptide binding; actives 0.66% (n = 230,000); AID 485360, 2010; Lethal(3)malignant brain tumor-like protein 1 (Homo sapiens), Q9Y468; Potency, µM (titrated, usually from 57.1 µM), without a hit: at the top dose activity, negative = inhibition, actives largely listed as inhibitors; further: potency means the concentration at half of the fitted maximal effect; on the % scale 0 is the no-effect control and ±100 the full control effect; nearly all actives have a fitted effect of over 60% in size
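L3MBTL1 50 nM + b-AHA-H3(1-15)K9me1 75 nM, 30 min RT; compound added, 30 min RT; streptavidin donor/Ni-chelate acceptor beads 10 ug/mL each final, 30 min RT dark; AlphaScreen read.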
CBFb-RUNX1 inh = qHTS Assay for Compounds Blocking the Interaction Between CBF-beta and RUNX1 for the Treatment of Acute Myeloid Leukemia | AID 1477, 2009 | Potency, µM (series often up to 59.8 µM), for the others: at the highest dose activity, negative = inhibition, most hits filed as inhibitors | AlphaScreen CBFb-His/RUNX1-biotin binding, biochemical | 230,000 tested, under 10 active; further: % of control where 0% means no effect
Target sequence (Q01196 whole entry, looked up): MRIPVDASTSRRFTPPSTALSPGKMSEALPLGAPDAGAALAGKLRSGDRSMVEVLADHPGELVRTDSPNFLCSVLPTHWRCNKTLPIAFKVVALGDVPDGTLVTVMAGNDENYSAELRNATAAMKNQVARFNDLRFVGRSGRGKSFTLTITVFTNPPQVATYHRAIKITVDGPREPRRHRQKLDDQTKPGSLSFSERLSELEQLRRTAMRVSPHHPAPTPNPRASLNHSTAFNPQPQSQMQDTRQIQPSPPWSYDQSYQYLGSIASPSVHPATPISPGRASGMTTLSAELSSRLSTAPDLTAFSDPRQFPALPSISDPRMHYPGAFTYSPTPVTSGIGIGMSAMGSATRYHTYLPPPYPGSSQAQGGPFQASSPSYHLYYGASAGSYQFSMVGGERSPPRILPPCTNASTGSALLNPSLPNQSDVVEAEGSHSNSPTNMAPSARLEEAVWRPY
Target sequence (Q13951 whole entry, looked up): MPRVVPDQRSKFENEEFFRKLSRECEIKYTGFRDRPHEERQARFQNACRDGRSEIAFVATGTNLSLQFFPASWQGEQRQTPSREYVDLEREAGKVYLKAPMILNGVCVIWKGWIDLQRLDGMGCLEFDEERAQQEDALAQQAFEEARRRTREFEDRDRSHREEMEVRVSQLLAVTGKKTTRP
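Compounds were screened at multiple concentrations against a preformed CBF-beta(His)/RUNX1(biotin) complex (30 nM of each) for 15 min at room temperature, followed by 90 min with nickel and streptavidin beads and AlphaScreen reading.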
HTT aggregate = qHTS Multiplex Assay to Identify Dual Action Probes in a Cell Model of Huntington: Aggregate Formation (GFP). PC12 HttQ103-GFP aggregates, Acumen cytometry, 40 h. Potency, µM (doses to about 46.1 µM), without a hit: at the top dose activity change, negative = inhibition, usual class: inhibitors. actives 1.1% (n = 220,000); further: potency means the concentration at half of the fitted maximal effect; on the % scale 0 is the no-effect control and ±100 the full control effect; nearly all actives have a fitted effect of over 60% in size
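Aggregate formation scored by laser-scanning cytometer (488 excitation, 500–530 emission) in lysed PC12 cells expressing Q103-GFP after 100 nM tebufenozide induction; library tested in dose series, with ATPLite reagent added in the multiplex.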
IMPase Li cell = qHTS Assay for Identifying the Cell-Membrane Permeable IMPase Inhibitors: Potentiation with Lithium; CHO-M1 cells, IP1 TR-FRET (IP-One), carbachol + lithium; Potency, µM (doses to about 59.4 µM), for the others: at the top dose activity, negative = IMPase inhibition, usual class: inhibitors; actives 0.35% (n = 210,000);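 further: IP1 builds up when IMPase is blocked and the TR-FRET signal falls; potency means the concentration at half of the fitted maximal effect; plate controls were basal vehicle for no effect and high inhibitor control for full effect; nearly all actives have a fitted effect of over 50% in size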
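CHO-M1, 2000 cells/well, 16–30 h culture; cpd + low Li+, 30 min 37C; lysis with d2-IP1/Eu-anti-IP1 Ab, 10 min RT; TR-FRET 665/620 ratio and 620 channel; AC50 via Hill.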
Epigenetic derep = Quantitative High-Throughput Screen for Regulators of Epigenetic Control; actives 0.2% (n = 280,000); Potency, µM (top dose mostly 53.9 µM), for the others: at the top dose GFP activation, most hits filed as activators; murine LDR cells, GFP reporter derepression, 30 h; AID 1865, 2009; further: potency means the concentration at half of the fitted maximal effect; % of control where 0% means no effect; nearly all actives have a fitted effect of over 60% in size
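Derepression of a silenced CMV-GFP reporter in murine LDR cells is scored by enumerating GFP-positive cells with a laser-scanning microplate cytometer after 30 hours of treatment at 37 C.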
* = called active by the depositor; ? = inconclusive; . = not tested or not shown; [ ] = remark or other dose. The call rests on the fitted dose curve; in most records, active means well fitted curve in the direction sought with a large enough effect; inconclusive means small, poorly fitted or top-dose-only effect, or another doubt; inactive means no such curve, though single readings can be large; an effect the other way counts as inactive or inconclusive.

SMILES	Luc counter	NPSR antagonist	L3MBTL1 inh	CBFb-RUNX1 inh	HTT aggregate	IMPase Li cell	Epigenetic derep
Cc1ccc(S(=O)(=O)N2CCC(=O)N(C(COCc3ccc(C(F)(F)F)cc3)Cc3ccccc3)CC2)cc1 (stereo unspecified)	3%	-25%	0%	4%[2.36 µM]	-5%	6%	1.6%
CCOC(=O)CC1=CC(=O)Nc2ccccc2N1	-5%	-3%[46.1 µM]	4%	-2%	12%	-8%[38.3 µM]	1.0%
CC(=O)N1CCc2cc(Br)cc(S(=O)(=O)NCCCN3CCC(C)CC3)c21	3%	6%[46.1 µM]	2%	12%	-15%[9.22 µM]	7%[38.3 µM]	0.0%
Cc1c(CN2CCC(CO)(CCOc3ccccc3)CC2)c(=O)n(-c2ccccc2)n1C	0%	-25%	-1%	5%	-17%[9.22 µM]	25%	0.0%
CN1CCN(c2nc(-c3ccccc3)nc(-c3ccccc3)c2C#N)CC1	0%	?	.	-23%	?	9%	-0.2%
Cc1nc(NS(=O)(=O)c2cccs2)c2c3c(sc2n1)CCC3	-1%	-9%[46.1 µM]	5%	-5%	-8%	-3%[38.3 µM]	0.0%
CCOC(=O)c1cnc2ccccc2c1Nc1cc(C(=O)O)ccc1C	-4%	-33%	.	-1%	-30%	-9%	-1.2%
Cc1cccc(CNC(=O)c2ccccc2N)c1	1%	-1%[46.1 µM]	-5%	2%	-6%	6%[38.3 µM]	-1.0%
N#CCSc1ncnc2c1cnn2CCO	1%	3%[46.1 µM]	6%	-5%	29%	6%[38.3 µM]	0.3%
COc1cccc(C(=O)CSc2nnnn2C)c1	14%	29%[7.67 µM]	9%	5%	-4%	2%[38.3 µM]	-0.9%
CCCCCCNC(=O)CCCCCNS(=O)(=O)c1ccc(Br)cc1	-2%	-24%	.	3%	-30%	13%	1.2%
COc1cc(/C=C/C(=O)Nc2ccc3nc4n(c(=O)c3c2)CCCC4)cc(OC)c1OC	.	22%	.	-2%	4%	10%	?
CN1C(=O)C(O)(CC(=O)c2cccnc2)c2ccccc21 (stereo unspecified)	2%	7%[46.1 µM]	5%	8%	13%	1%	0.0%
CC1CCN(c2ccccc2NC(=O)c2ccc(C#N)cc2F)CC1	2%	-31%	1%	1%	-15%	10%	-4.9%
COc1cc(CNc2ccc(C)c(C)c2)cc(OC)c1OC	1%	-23%[46.1 µM]	-15%	-13%	?	25%[38.3 µM]	-4.8%

Compound profiles, as listed above.
Shown for CCOC(=O)CC1=CC(=O)Nc2ccccc2N1 → Luc counter = -5%; NPSR antagonist = -3%[46.1 µM]; L3MBTL1 inh = 4%; CBFb-RUNX1 inh = -2%; HTT aggregate = 12%; IMPase Li cell = -8%[38.3 µM]; Epigenetic derep = 1.0%
Shown for N#CCSc1ncnc2c1cnn2CCO → Luc counter = 1%; NPSR antagonist = 3%[46.1 µM]; L3MBTL1 inh = 6%; CBFb-RUNX1 inh = -5%; HTT aggregate = 29%; IMPase Li cell = 6%[38.3 µM]; Epigenetic derep = 0.3%

Continuation.
SMILES	Luc counter	NPSR antagonist	L3MBTL1 inh	CBFb-RUNX1 inh	HTT aggregate	IMPase Li cell	Epigenetic derep
Cc1ccc(Nc2nc(-c3c(C)nc4ncccn34)cs2)cc1	-8%	4%[46.1 µM]	-13%	-1%	-31%	11%[38.3 µM]	-0.9%
CCCSc1nnc(Sc2nnnn2-c2ccccc2)s1	-1%	-13%[46.1 µM]	.	18%	22µM*	33%[38.3 µM]	2.0%
Cc1cc(C(=O)CCl)c(C)n1-c1ccon1	-2%	-18%	3%	-10%	-27%	23%	?
CC1=C(C(N)=O)C(c2ccccn2)n2nc(SCc3ccccc3Cl)nc2N1 (stereo unspecified)	-7%	-7%[46.1 µM]	-5%	5%	25%	0%[38.3 µM]	-1.4%
COc1ccc(S(=O)(=O)N2CCOC2CNC(=O)C(=O)NCCCn2ccnc2)cc1OC (stereo unspecified)	3%	14%	-29%	3%[2.36 µM]	7%	0%	-2.3%
c1cnc2ccc(C(c3nnnn3C3CCCC3)N3CCSCC3)cc2c1 (stereo unspecified)	-1%	-20%	?	2%	-11%	2%	-1.0%
NC(=O)c1sc(-c2ccsc2)cc1N	.	.	.	10%	.	-15%	0.0%
O=C1c2ccccc2C(=O)N1CCc1csc(-c2ccccc2)n1	4%	10%[46.1 µM]	15%	16%	14%	-5%	-3.4%
COC(=O)c1nc2ccc(C)cn2c1F	10%	-3%[46.1 µM]	.	0%	14%	-4%[38.3 µM]	-0.2%
CC(=O)NCCc1csc(-c2ccccc2)n1	4%	-4%	26%[11.4 µM]	1%	11%	5%	0.0%
O=S1(=O)CCC(NCC2CCCO2)C1 (stereo unspecified)	2%	10%[46.1 µM]	-1%	3%	8%	6%[38.3 µM]	-1.6%
CC(C)CNC(=O)COC(=O)c1ccc(F)cc1Cl	8%	11%	3%	-2%	10%	3%	-0.3%
Cn1c2ccccc2c2cnn(CC(=O)Nc3ccccc3Br)c(=O)c21	.	-4%	.	6%	15%[9.22 µM]	.	0.4%
CCN(C(=O)N(CC)c1ccccc1)c1ccccc1	.	.	-8%	-21%[21.7 µM]	.	25%	.
O=C(Nc1ccccc1N1CCCC1)c1cccc(Cl)c1Cl	0%	-36%	-8%	-3%	17%[9.22 µM]	21%	0.4%
Cc1ccnn1CC(=O)N/N=C/c1ccc2c(c1)OCO2	-5%	11%	2%	-2%	-15%	-4%	-1.9%
C[C@@H]1NC(=O)[C@H](CCCN=C(N)N)NC(=O)c2cc([N+](=O)[O-])cc(I)c2OCC[C@@H](C(=O)NC(CC(=O)O)C(N)=O)NC1=O (stereo partly specified)	1%	17%	-3%	-2%[2.36 µM]	3%	-3%	-1.3%
COc1ccc(NC(=O)COc2nsnc2N2CCOCC2)cc1	1%	12%	-8%	2%	20%	12%	1.1%
CCCN1CCC2(CC1)C(C#N)=C(N)Oc1c2sc2nc(C)cc(C)c12	5%	-4%[46.1 µM]	-9%	8%	9%	3%[38.3 µM]	-1.0%
CCOC(=O)c1cc(-c2ccccc2)n[nH]1	.	34%	7%	4%	-7%[9.22 µM]	.	-1.2%
COc1ccc(Cn2c(=S)[nH]c3cc(OC)c(OC)cc3c2=O)cc1	6%	-41%	-7%	10%	19%	?	-1.5%
CCC(C)[C@H](NC(=O)N1CCCCCC1)C(=O)O (stereo partly specified)	.	13%	-6%	-10%	4%[9.22 µM]	.	5.3%
C/C(=N\NC(=O)CSCc1ccc([N+](=O)[O-])cc1)c1ccccc1	-2%	12%	.	-3%	-9%	-3%	-6.2%
O=C(CN1C(=O)S/C(=C/c2cc(Br)cs2)C1=O)N1CCOCC1	1%	8%	-10%	0%	-6%	18%	-1.0%
CC(C)(C)C1CCc2c(C(=O)NNC(=O)/C=C/C(=O)O)csc2C1 (stereo unspecified)	-1%	12%	3%	-4%	-24%	2%	-1.9%
CC1(c2ccccc2Cl)NC(=O)N(CC(=O)NCCC2=CCCCC2)C1=O (stereo unspecified)	3%	3%	3%	5%	17%	1%	-0.2%
COc1ccc(N(C(=O)COc2ccc(C)cc2)S(=O)(=O)c2ccc(C)cc2)cc1	5%	8%	4%	0%	-15%	27%	-1.1%
O=C(Nc1ccc(N2CCCC2)c(S(=O)(=O)Nc2cccc(C(F)(F)F)c2)c1)c1cccs1	0%	-58%	-15%	-28%	?	11%	-1.1%
CCN(CC)C(=O)Oc1ccc2c(=O)c(-c3ccccc3)coc2c1	-13%	-16%[46.1 µM]	14%	7%	-17%	23%[38.3 µM]	-0.1%
COc1cccc(NC(=O)N(Cc2ccco2)C(C)c2cccs2)c1 (stereo unspecified)	0%	-15%[46.1 µM]	.	-6%	9%	8%[38.3 µM]	0.3%
CNC(=O)CN(c1ccc(C(C)C)cc1)S(C)(=O)=O	1%	-6%[46.1 µM]	.	-2%	5%[9.22 µM]	1%[38.3 µM]	-3.6%
O=C(CCCOc1ccc(Cl)cc1Cl)N/N=C/c1cccc([N+](=O)[O-])c1	6%	-22%	0%	-2%	14%	43%[activator]	0.0%
CCCCCCCOc1ccc(OC(=O)c2ccncc2)cc1	1%	9%[46.1 µM]	.	7%	-5%[1.84 µM]	4%[38.3 µM]	1.8%
O=C(N/N=C/c1ccccc1O)C(=O)Nc1ccccn1	-19%	-2%	-5%	-2%	14%	-9%	-0.6%
CCOC(=O)C1CCN(C(=S)Nc2ccc(S(N)(=O)=O)cc2)CC1	2%	11%	-8%	22%	-18%	11%	1.1%
CN(/N=C/c1cccnc1)C1=NS(=O)(=O)c2ccccc21	0%	0%	9%	-1%	-5%	1%	-1.1%
O=C(Nc1ccc(N2CCOCC2)cc1)Nc1ccc(Cl)c(Cl)c1	-2%	-14%[46.1 µM]	.	-16%	?	21%[38.3 µM]	-0.3%
Cc1cccn2cc(CNC(=O)C3CCCCC3)nc12	2%	3%[46.1 µM]	-21%	0%	-12%	-2%	-0.8%
CSc1ncccc1C(=O)OCc1ccccc1Cl	?	-17%	204%[activator]	?	?	35%[activator]	-4.1%
NC(=O)[C@@H]1CCCNc2c(I)cc([N+](=O)[O-])cc2C(=O)N[C@@H](Cc2ccccc2)C(=O)N[C@@H](Cc2cnc[nH]2)C(=O)N1	-5%	6%	-5%	7%[2.36 µM]	-4%	1%	-1.0%
COCC(=O)n1nc(-c2ccccc2)nc1NCc1ccc(F)cc1	-3%	-13%[46.1 µM]	-1%	-2%	-5%	-19%[38.3 µM]	1.8%
C(#Cc1ccccc1)CN1CCN(c2ccccn2)CC1	0%	-2%[46.1 µM]	-3%	3%	-23%	4%[38.3 µM]	1.6%
CCn1c(NC(=O)c2cccs2)nc2ccccc21	-8%	?	2%	1%	?	-8%[38.3 µM]	-5.2%
O=[N+]([O-])c1cc2c(c(CSc3nnc(Nc4ccccc4)s3)c1)OCOC2	-4%	-16%[46.1 µM]	.	-4%	8%	53%[activator][38.3 µM]	-1.0%
CN1CCN(C(=O)c2cc3sc4ccccc4c3s2)CC1	.	3%	-10%	-1%	-8%[9.22 µM]	.	0.0%
CCn1cc(C(c2ccccc2)C(C(C)=O)[N+](=O)[O-])c2ccccc21 (stereo unspecified)	.	?	-1%	15%	3%[9.22 µM]	.	-1.0%

Compound activity from PubChem BioAssay.

Some of the compounds tested; the hit share may differ from the screen's.
